Screens: PubChem, Southern Research Specialized Biocontainment Screening Center
Salmonella PhoP GFP – PhoP regulon inhibitors, Salmonella typhi PhoP promoter GFP reporter, confirmatory (AID 1850) | one-dose inhibition, % at 50 µM; IC50 in µM for titrated hits | Salmonella Typhi PhoP-promoter GFP reporter, fluorescence, 4 h; higher % means a stronger effect | hit rate 0.33% among 310,000; in the data active = a potency from the dose series; inconclusive = inhibition mostly from about 25% at the one dose, without a potency; inactive = the rest, 99 in 100 with inhibition below about 19%;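 also: 0% = induced wells with vehicle and 100% = uninduced wells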
M. tuberculosis – growth inhibition of non-replicating M. tuberculosis (AID 488890) | Mycobacterium tuberculosis non-replicating, growth inhibition; higher % means a stronger effect | one-dose inhibition, % at 25 µM; IC50 in µM for titrated hits | hit rate 0.39% among 320,000; in the data active = a potency from the dose series; inconclusive = inhibition mostly from about 82% at the one dose, without a potency; inactive = the rest, 99 in 100 with inhibition below about 76%;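 also: plate controls were DMSO cells for no effect and high antibiotic wells for full effect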
inhibitors of VEEV – inhibitors of VEEV TC-83 cytopathic effect, confirmation, Vero cells (AID 588727) | Vero cells, VEEV TC-83 cytopathic effect inhibition; higher % means a stronger effect | inhibition, % at 20 µM, or IC50 in µM where a hit was titrated | hit rate 0.13% among 350,000; in the data active = a potency from the dose series; inconclusive = inhibition mostly from about 14% at the one dose, without a potency; inactive = the rest, 99 in 100 with inhibition below about 12%; also: strong numbers were not always called active
influenza NS1A – H1N1 influenza NS1A inhibitors, functional cell based assay (AID 504329) | NS1A functional cell-based assay, percent inhibition; higher % means a stronger effect | inhibition, % at 12.5 µM; hits with a dose series show IC50 in µM | hit rate 0.3% among 340,000; in the data active = a potency from the dose series; inconclusive = inhibition above about 27% without an active follow-up result; also: strong numbers were not always called active
M. tuberculosis HTS – M. tuberculosis growth inhibition, HTS (AID 449762); M. tuberculosis H37Rv growth inhibition, 7H9 media; higher % means a stronger effect; hit rate 0.59% among 330,000; one-dose inhibition, % at 25 µM; IC50 in µM for titrated hits; in the data active = a potency from the dose series; inconclusive = inhibition above about 70% without an active follow-up result;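 also: bacterial growth assessed after seven days of incubation; strong numbers were not always called active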
inhibitors of VEEV 10K pilot screen – recorded beside inhibitors of VEEV, whose call it bears; inhibition, %; measured here: 10K pilot screen inhibition
* marks the source's active call; other numbers are inactive results; i = inactive; ? = inconclusive; · = not tested or not shown.

SMILES | Salmonella PhoP GFP | M. tuberculosis | inhibitors of VEEV | influenza NS1A | M. tuberculosis HTS | others
CCn1cc(C(=O)Nc2ccc(Cl)cc2Cl)cn1 | 3% | -4% | i | 6% | -13%
Cc1ccc(-c2nc(CN3CCN(C(=O)C4CCCO4)CC3)cs2)cc1 (centres undefined) | 3% | 42% | i | -5% | -4%
COc1cccc(NC(=O)CN(C)C(=O)c2cc(S(=O)(=O)Nc3ccccc3OC)ccc2C)c1 | · | · | 1.3% | -3% | ·
COc1ccccc1NC(=O)CCCN1C(=O)C(c2ccccc2)Oc2cccnc21 (centres undefined) | 0% | 6% | 5.7% | 4% | -5%
CCC(=O)Oc1ccc(C(=O)Nc2ccc3c(c2)OCO3)cc1 | 7% | -21% | 1.4% | · | -4%
C=CCN(c1ccccc1)S(=O)(=O)c1ccc2[nH]cc(C(=O)NCCOC)c(=O)c2c1 | -5% | -3% | 0.6% | -20% | -6%
Cc1ccc(Oc2ncnc3sccc23)cc1 | -2% | 35% | 0.9% | -8% | 12%
Cc1cccc(OCCC(=O)OCC(=O)N2CCc3ccccc32)c1 | 1% | 55% | 1.9% | -3% | -12%
CCC1(C)NC(=O)N(CC(=O)NCC(=O)Nc2c(C)cc(C)cc2C)C1=O (centres undefined) | · | 13% | i | 3% | -3%
Cc1ccn(C(CC(=O)c2ccc(Br)cc2)C(=O)O)n1 (centres undefined) | 1% | 6% | 0.1% | -2% | -1%
Cc1ccc(NC(=S)Nc2cccc(S(=O)(=O)Nc3c(C)n(C)n(-c4ccccc4)c3=O)c2)cc1 | -14% | -16% | 0.1% | 1% | -3%
Cc1cc([N+](=O)[O-])nn1CC(=O)N1CCOCC1 | 13% | -2% | i | -5% | -1%
COc1ccc(NC(=S)Nc2ccc3nsnc3c2)cc1 | 2% | 80% | 2.3% | 28% | -1%
COc1ccccc1NC(=O)COc1ccc(/C=N/NC(=O)c2cccnc2)cc1 | 2% | 55% | 13% | -9% | -2%
COc1ccc(-c2cc3nc(C4CCN(C(=O)OC(C)(C)C)CC4)c(C(=O)O)cn3n2)cc1 | -15% | 4% | 1.1% | 3% | 3%
Cc1cc(NC(=O)CSc2cn(C)c3ccccc23)no1 | -2% | 21% | 2.1% | 2% | 8%
COc1ccc(S(=O)(=O)N(CC(=O)NCCCN(C)C)c2ccc(C)cc2)cc1OC | -4% | -16% | 0.8% | 8% | 0%
Cc1cc(C)n2nc(S(=O)(=O)NC(C)(C)C)nc2n1 | -12% | · | 0.7% | -2% | -3%
Cc1ccc2[nH]c(CNC(=O)c3ccc(F)cc3)cc2c1 | -5% | 68% | 2.7% | 1% | 5%
CCOc1ccc(N2C(=O)CC(NCCNc3ccc([N+](=O)[O-])cn3)C2=O)cc1 (centres undefined) | -4% | 14% | 0.2% | 1% | -9%
Nc1nc(CSc2nc3ccccc3s2)nc(N2CCCCC2)n1 | -8% | 7% | 8.5% | 11% | 5%
C=C(C)COc1ccc2c(C)c(C)c(=O)oc2c1OCC(=C)C | 3% | 33% | 1.5% | -17% | 37%
c1ccc(CNc2ncnc3c2cnn3-c2ccccc2)cc1 | 10% | 0% | 3.0% | -1% | -7%
CC(C)Sc1nc2ccccc2n1CC(=O)O | 6% | -1% | i | -1% | 1%
COc1ccc(/C=C2/SC(=S)N(CCCC(=O)Nc3cccc(O)c3)C2=O)cc1 | 8% | 11% | ? | -1% | -1%
S=c1nccc(-c2ccc(Cl)cc2)[nH]1 | 0% | ? | 1.4% | · | 55%
O=[N+]([O-])c1ccc(/C=N/Nc2ccnc3cc(Cl)ccc23)o1 | -6% | ? | i | 27% | ?
Cc1cc(N2CCOCC2)nc(SCC(=O)c2ccccc2)n1 | -3% | 9% | 0.2% | -3% | -1%
O=C(c1ccco1)N1CCN(C(c2ccccc2F)c2nnnn2CC2CCCO2)CC1 (centres undefined) | -10% | -8% | i | -12% | -6%
COc1ccc(OCC(O)CN2CCN(c3ccccc3)CC2)cc1 (centres undefined) | 14% | 7% | 1.3% | -9% | 5%
CCOC(=O)/C(N=Nc1c(C)n(C)n(-c2ccccc2)c1=O)=C(/O)c1ccccc1 | 5% | 20% | i | 3% | -10%
O=C(c1cc2cc(F)ccc2[nH]1)N1CCN(C(=O)c2ccco2)CC1 | 12% | 6% | 1.9% | 10% | -3%
Cc1ccccc1-n1c(-c2ccc3ccccc3n2)n[nH]c1=S | -25% | 1% | i | 9% | -1%
COc1ccc(S(=O)(=O)N2CCN(c3ccccn3)CC2)c(OC)c1 | -5% | 20% | i | 0% | 5%
COc1ccc(-c2[nH]nc3c2C(c2ccoc2)C(C#N)=C(N)O3)cc1 (centres undefined) | -9% | 9% | 1.7% | 4% | 3%
C/C(=N\NS(=O)(=O)c1ccc(Br)cc1)c1ccncc1 | -1% | 2% | 2.5% | 0% | -9%
Cc1ccc2nc(SCC(=O)NCc3ccco3)c(C#N)cc2c1 | 2% | -6% | 4.1% | 7% | -3%
COCCNC(=O)c1ccccc1NC(=O)CSc1ccc(C)cc1 | 7% | 16% | i | -9% | 0%
Cc1ccc(-c2nc3ncccc3o2)cc1NC(=O)COc1ccccc1 | 4% | -4% | 1.2% | 7% | 5%
CCn1c(C)cs/c1=N\C(=S)Nc1ccccc1C | -6% | 45% | i | 3% | -7%
Cc1cccc(N(CC(=O)NCC2CCCO2)C(=O)CNS(=O)(=O)c2ccc(Cl)cc2)c1 (centres undefined) | 12% | 5% | 2.2% | -3% | 8%
OCCNc1c2ccccc2nc2ccccc12 | 12% | 51% | i | -13% | -3%
CCn1c(SCC(=O)Nc2ccc(S(=O)(=O)Nc3onc(C)c3C)cc2)nnc1-c1ccccc1 | 0% | · | 1.8% | 9% | ·
Cc1cccc(C(=O)NCCC(=O)Nc2ccc(C#N)cc2)c1 | 6% | -25% | 1.4% | 4% | -2%
N=C(N)SCCN | -22% | 4% | 0.2% | -4% | 2%
CCNc1ccc(Br)cc(C(=O)/C=C/c2ccccc2Cl)c1=O | -1% | 45% | 2.3% | 6% | 2%
COc1ccc(SC[C@H](C)CN2CC[C@H](C(C)(C)C)CCC2=O)cc1 | · | 29% | 3.9% | 2% | 9%
COc1ccccc1NC(=O)NCCC1=CCCCC1 | 6% | 7% | 0.6% | 0% | 4%
COCCNC(=O)c1ccc2nc(Cc3ccc(OC)c(OC)c3)oc2c1 | -9% | 1% | 1.1% | -2% | -8%
O=C(NCC(c1cccs1)N1CCOCC1)c1cccc(S(=O)(=O)Nc2ccc(F)cc2)c1 (centres undefined) | · | · | 3.0% | -3% | ·

The results go on.
SMILES | Salmonella PhoP GFP | M. tuberculosis | inhibitors of VEEV | influenza NS1A | M. tuberculosis HTS | others
COc1ccc(C(=O)N2CCC(C(=O)O)CC2)c2ccccc12 | 13% | -19% | 1.3% | -9% | 3%
COc1ccc(Cl)cc1CC=NNC(=O)c1cccc(C)c1O | · | · | 1.4% | -7% | ·
COC(=O)C1C(C(=O)O)C2(Cl)C(Cl)=C(Cl)C1(Cl)C2(Cl)Cl (centres undefined) | · | · | 1.4% | -1% | ·
CC(C)(C)OC(=O)NC(Cc1ccccc1)C(=O)NCCCC(=O)O (centres undefined) | 8% | -8% | 0.2% | -7% | 5%
Cc1ccc(CNC(=O)C(=O)NCCCn2ccnc2)cc1 | 4% | 6% | 0.4% | 17% | 0%
CC(CCc1ccc(O)cc1)N(C)CCc1ccccc1 (centres undefined) | 2% | · | 3.9% | 1% | ·
CC(C)CCNC(=O)c1cccc(Cl)c1 | -4% | ? | 0.1% | -8% | 6%
Cc1cc(-c2ccc(C)c(S(=O)(=O)NCCc3ccco3)c2)on1 | 4% | 11% | 1.6% | 5% | 2%
c1cc2c(cc1C1CCCCC1)c1c3n2CCN=C3CCC1 | 51µM* | ? | 24% | -16% | -6%
Cc1ccccc1CNC(=O)CC1C(=O)NCCN1Cc1c(F)cccc1Cl (centres undefined) | -5% | 17% | 0.4% | 3% | -5%
Cc1cccc(Cc2c(C)nc3nc(SCC(=O)O)nn3c2C)c1 | -23% | -10% | 7.8% | -12% | 0%
COc1ccc(-c2csc(N(CCc3ccccc3)C(=O)COc3ccccc3)n2)cc1 | -6% | 21% | i | 0% | 0%
COc1ccccc1CN1CC(C(=O)NCCn2ccc(C)n2)CCC1=O (centres undefined) | 1% | -8% | 3.4% | -4% | 3%
CCN(CC)CCN(C)C1CCC(c2ccccc2)CC1 (centres undefined) | -14% | -6% | 1.7% | -7% | -9%
Cc1c(-c2ccc(F)cc2)[n+](=O)c(-c2ccc(F)cc2)c(C)n1[O-] | -6% | -7% | 4.2% | -3% | -3%
O=c1c2ccccc2nc(/C=C/c2ccc(O)cc2)n1CCc1ccccc1 | -1% | 4% | 13% | 2% | 13%
CC(C)[C@]1(c2ccc(Cl)cc2)ON(c2ccccc2C(F)(F)F)C1=O | · | 0% | · | · | 2%
CCOC(=O)Cn1nnnc1CN(Cc1cccs1)Cc1cc2cc(C)ccc2[nH]c1=O | -1% | 22% | 3.9% | -5% | -2%
COC(=O)C1=C(c2ccc(OC)c(OC)c2)C[C@@H]2CC[C@H]1N2C(=O)NCc1ccc(F)cc1 | · | 3% | 4.0% | -15% | -13%
Cc1ccccc1NC(=O)Cc1nc(COC(=O)/C=C/c2ccccc2)cs1 | -2% | 52% | 9.3% | -5% | 40µM*
CC(C)(C)c1ccc(NC(=O)COC(=O)C2(C)CC2(Cl)Cl)cc1 (centres undefined) | -9% | 78% | 4.7% | -4% | -1%
Cn1ccnc1SCC(=O)Nc1cccc(O)c1 | 5% | · | 2.3% | 20% | -2% | inhibitors of VEEV 10K pilot screen=1.1
O=C(NCCCNc1ccc(C(F)(F)F)cc1[N+](=O)[O-])c1ccc(F)cc1 | -7% | -3% | 0.5% | 1% | 57%
COc1ccc(NC(=O)Cn2nnc(C(=O)NCc3ccccc3OC)c2N)cc1Cl | -9% | -5% | 5.3% | -6% | -13%
Cc1ccc(N2C(=O)C3CCC(c4ccccc4)CC3C2=O)cc1 (centres undefined) | -3% | 17% | 0.3% | 29% | -2%
Nc1nnc(SCC(=O)Nc2cccnc2Cl)s1 | -10% | 1% | 2.1% | 1% | 34%
CC(=O)Nc1ccc(-c2nc3ccccc3o2)cc1 | -6% | 55% | 3.5% | -16% | 9%
COc1cccc(/C=N/Nc2ccc([N+](=O)[O-])cn2)c1O | 12% | ? | 3.9% | ? | 9%
COc1cccc(NC(=O)NCc2ccccn2)c1 | -8% | -9% | 1.1% | 10% | -11%
COCCNC(=O)CSc1cc(-c2ccccc2)c2ccc(OC)cc2n1 | 6% | 20% | 4.2% | 7% | 0%
CC1(C)c2ccccc2N2CCC(=O)NC21/C=C/c1ccco1 (centres undefined) | 3% | 25% | 5.0% | -1% | -4%
COc1ccc(OC)c(N(CC(=O)NCc2ccncc2)S(C)(=O)=O)c1 | -7% | -1% | 1.9% | -7% | -1%
O=C(NC1CCSC1=O)c1ccc(Oc2ccc(F)cc2)nc1 (centres undefined) | 0% | 4% | 0.8% | 3% | 7%
O=C(NCCc1ccc(Cl)cc1)c1cccc(N2CCCC2=O)c1 | 7% | 7% | 1.9% | -1% | 4%
O=C(Nc1cccnc1)c1cccnc1 | 0% | -3% | i | 7% | -7%
COc1ccc(C(=O)N=c2sc3c(C)ccc(OC)c3n2C)cc1 | 1% | 3% | i | -3% | -4% | inhibitors of VEEV 10K pilot screen=0.2

Entries shown so far with an NH in an aromatic ring:
SMILES | Salmonella PhoP GFP | M. tuberculosis | inhibitors of VEEV | influenza NS1A | M. tuberculosis HTS | others
C=CCN(c1ccccc1)S(=O)(=O)c1ccc2[nH]cc(C(=O)NCCOC)c(=O)c2c1 | -5% | -3% | 0.6% | -20% | -6%
Cc1ccc2[nH]c(CNC(=O)c3ccc(F)cc3)cc2c1 | -5% | 68% | 2.7% | 1% | 5%
S=c1nccc(-c2ccc(Cl)cc2)[nH]1 | 0% | ? | 1.4% | · | 55%
O=C(c1cc2cc(F)ccc2[nH]1)N1CCN(C(=O)c2ccco2)CC1 | 12% | 6% | 1.9% | 10% | -3%
Cc1ccccc1-n1c(-c2ccc3ccccc3n2)n[nH]c1=S | -25% | 1% | i | 9% | -1%
COc1ccc(-c2[nH]nc3c2C(c2ccoc2)C(C#N)=C(N)O3)cc1 (centres undefined) | -9% | 9% | 1.7% | 4% | 3%
CCOC(=O)Cn1nnnc1CN(Cc1cccs1)Cc1cc2cc(C)ccc2[nH]c1=O | -1% | 22% | 3.9% | -5% | -2%
